Peg3 promoter: Peg3 promoter-driven luciferase inhibitors, primary screen, cell-based, HeLa, luciferase luminescence; HeLa PEG-Prom luciferase reporter, overnight; inhibition, % at 20 µM; 1.7% of 360,000 active;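 active = inhibition of at least 50% at 20 µM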
CaV13 ICDI inh: Primary screen for inhibitors of IQ motif and Ca2+-dependent inactivation inhibitor domain binding in CACNA1D, Förster resonance energy transfer in living cells, …; inhibition, % at 12.3 µM; 0.098% of 340,000 active; HEK cells, CFP/YFP FRET ICDI-IQ, plate reader, 10 min; percent FRET-ratio fall versus neutral wells;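 active = mean replicate inhibition of at least 30% and at least 1% of replicates passing that level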;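 also: 0% = median of the neutral control wells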
iPSC survival up: enhancers of single-cell hiPSC survival, primary screen, ATPlite luminescence; 100% = ROCK inhibitor wells, 0% = DMSO; survival enhancement, % at 20 µM; 0.044% of 360,000 active; AID 602274, 2012; in the data active = survival enhancement above about 18%;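 also: cells exposed to compounds for 16 hours before the ATP read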
Granule exo inh: LAMP-1 surface exposure blockers, TALL-104 cells – cell-based, flow cytometry, MLPCN library, primary screen; TALL-104 LAMP-1 surface exposure; cells stimulated with thapsigargin and PMA; inhibition, % at 10 µM; 0.66% of 360,000 active; AID 651702, 2012;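 active = inhibition above about 55%, limit read from the data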
HIF-2a block: HIF-2a reporter inhibitors, primary screen, luminescence, 786-0 RCC cells; 786-0 RCC cells HIF-2a reporter, luciferase luminescence, overnight; inhibition, % at 18.8 µM; 0.72% of 360,000 active; AID 624352, 2012;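 active = inhibition of the luminescence signal of 40% or more relative to plate controls, in a single-dose primary screen at 18.75 µM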
Vif imaging: HIV Vif self-association inhibitors, primary screen, imaging, HEK293T, single point; inhibition, % at 7.49 µM; HEK293T cells, Vif self-association by quenched fluorescence, 24 h; 0.35% of 340,000 active; in the data active = inhibition above about 50%, passing the limit was not always enough; also: some results filed as inactive read as strong as hits
PDI turbidity: inhibitors of human PDI, primary screen, biochemical, turbidity, single point, plate reader; 0.052% of 350,000 active; Protein disulfide-isomerase (Homo sapiens), P07237; inhibition, % at 10 µM; AID 588391, 2011; PDI insulin aggregation turbidity, A650, 90 min;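 active = mean inhibition across replicates of 30% or more, whatever share of single replicates reach that level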;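 also: absorbance from insulin aggregation driven by PDI reduction with DTT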
Target sequence (P07237 whole entry, looked up): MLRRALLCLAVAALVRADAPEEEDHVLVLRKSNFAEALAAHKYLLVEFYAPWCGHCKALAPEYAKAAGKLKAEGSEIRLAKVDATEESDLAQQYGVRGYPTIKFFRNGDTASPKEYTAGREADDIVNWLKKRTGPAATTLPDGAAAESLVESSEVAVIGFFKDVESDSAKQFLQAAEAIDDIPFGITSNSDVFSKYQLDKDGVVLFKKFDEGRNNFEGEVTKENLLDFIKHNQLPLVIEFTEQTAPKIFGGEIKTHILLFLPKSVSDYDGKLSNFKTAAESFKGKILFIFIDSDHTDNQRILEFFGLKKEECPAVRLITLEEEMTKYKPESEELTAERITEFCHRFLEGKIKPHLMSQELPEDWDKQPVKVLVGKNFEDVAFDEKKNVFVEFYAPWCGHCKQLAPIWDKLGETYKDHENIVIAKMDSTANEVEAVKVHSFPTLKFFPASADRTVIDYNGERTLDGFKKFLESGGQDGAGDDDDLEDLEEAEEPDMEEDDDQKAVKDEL
aDG glyco act: activators of alpha-DG glycosylation, primary screen, uHTS, Pro5-aDG cells, AlphaScreen; alpha-DG glycosylation AlphaScreen (IIH6); 0% Pro5, 100% B10-LARGE cell signal; activation, % at 10 µM; 0.22% of 360,000 active;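 active = activation of at least 8% versus controls, or a plate z-score of at least 8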;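 also: Pro5 are CHO cells carrying HIG-tagged alpha-DG that lacks glycosylation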
NR2E3 ag-1: inhibitors of NR2E3-RetCOR corepressor binding, primary screen, NR2E3 agonist project, biochemical, TR-FRET, GST-NR2E3, biotin-RetCOR; Photoreceptor-specific nuclear receptor (Homo sapiens), Q9Y5X4; 0.12% of 320,000 active; AID 2300, 2010; 1536-well; inhibition of corepressor binding, % at 4.78 µM;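 active = percent inhibition above the cutoff of mean plus 3 SD of all tested compounds, set per screening campaign, cut at about 20% in these data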;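 also: 0% = DMSO wells and 100% = biotin wells as full block of FRET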
Target sequence (Q9Y5X4 whole entry, looked up): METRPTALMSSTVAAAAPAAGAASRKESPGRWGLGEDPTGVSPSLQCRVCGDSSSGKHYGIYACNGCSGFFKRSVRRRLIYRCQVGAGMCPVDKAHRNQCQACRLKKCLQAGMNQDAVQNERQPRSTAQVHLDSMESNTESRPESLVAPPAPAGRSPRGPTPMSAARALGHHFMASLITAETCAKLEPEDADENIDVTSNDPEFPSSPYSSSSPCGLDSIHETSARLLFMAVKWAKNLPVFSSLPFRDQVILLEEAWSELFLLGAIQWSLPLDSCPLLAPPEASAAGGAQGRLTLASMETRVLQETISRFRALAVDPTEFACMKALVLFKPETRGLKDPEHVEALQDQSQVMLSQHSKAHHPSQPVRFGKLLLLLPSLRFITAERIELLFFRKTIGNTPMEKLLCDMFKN
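Test system – NR2E3–RetCOR corepressor complex · Quantity – NR2E3 fusion 1.35 nM · Buffer or medium – Tris pH 7.5 · Incubation – Compound–protein incubation for 5 h at 4 °C · Technique – TR-FRET, Eu(K)-anti-GST donor, streptavidin-D2 acceptor, ex 340, em 617/671 nm · Evaluation – percent inhibition of 671/617 nm emission ratio versus biotin and DMSO controls · Plate – 1536-well format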
MITF TRPM1 inh: inhibitors of MITF-dependent TRPM1 promoter reporter, primary screen, cell-based, SK-MEL-5, single point, luciferase | 0.83% of 330,000 active | SK-MEL-5 TRPM1 promoter luciferase, 24 h | AID 488899, 2010 | inhibition, % at 12.5 µM;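 active = mean inhibition across replicates of 60% or more, whatever share of single replicates reaches that level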; also: values of inactives mirror those of a sister screen read the other way
NR2E3 ag-2: NR2E3 agonists in two-hybrid cells, primary screen, cell-based, luminescence, CHO-S, Gal4-NCOR/VP16-NR2E3. luciferase. AID 602229, 2012. 0.35% of 360,000 active. inhibition of corepressor binding, % at 3.98 µM;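 active = inhibition above the mean of all tested compounds plus 3 SD, cut at about 70% in these data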;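 also: 0% = DMSO with NR2E3 transfected cells and 100% = cells lacking NR2E3 construct; higher means lower luciferase signal from less NR2E3 corepressor binding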
The depositor's hits bear a star; x = no result given; & = joins results of further samples.

SMILES	Peg3 promoter	CaV13 ICDI inh	iPSC survival up	Granule exo inh	HIF-2a block	Vif imaging	PDI turbidity	aDG glyco act	NR2E3 ag-1	MITF TRPM1 inh	NR2E3 ag-2
CCN1CC=C2C(C1)C(c1ccc(Cl)s1)C(C#N)=C(N)C2(C#N)C#N (configuration not stated)	4	-4	-2.0	2	5	87*	-3	-0.1	-1	9	-54
CC(C)(C)C1CCC(=O)N(CCSc2ccccc2)CC1 (configuration not stated)	-330	-7	1.8	-5	-283	x	-3	-0.1	0	-93	-121
Cc1cc(NC(=O)COC(=O)COc2ccc3c4c(c(=O)oc3c2)CCC4)no1	-3	1	1.7	1	16	3	2	-0.2	1	-7	1
CC(C)(C)c1ccc(C(=S)N2CCN(c3ccccc3)CC2)cc1	6	-4	0.0	3	-14	-4	13	-0.1	2	3	-13
NC(=O)C1CCN(CCS(=O)(=O)c2ccc(Cl)cc2)CC1	7	-5	0.6	-2	5	-6	7	-0.1	1	2	2
COc1cc2c(c3ccccc13)CCCC2=O	-2	-5	5.0	6	-5	8	6	0.3	x	12	-14
O=C(/C=C/c1ccc(Cl)cc1)Nc1ccc(N2CCOCC2)cc1	1	-6	-0.9	2	-6	11	2	-0.1	2	-11	-4
CC(=O)c1ccc(Nc2nc(NCCO)nc(OC(C(F)(F)F)C(F)(F)F)n2)cc1	24	-7	-0.1	-2	17	x	6	0.5	-1	4	15
COc1ccc(NC(=O)Nc2ccc3c(c2)CCC3)cc1OC	-29	-4	1.6	7	-17	5	12	0.0	-1	-19	-18
CCOc1ccc2nc(SCC(=O)NC3CCCc4ccccc43)sc2c1 (configuration not stated)	-59	-3	-0.7	-1	-3	-2	-7	0.0	-1	13	4
Cn1c(SCc2ccccc2Br)nc2ccccc2c1=O	4	-5	-0.4	3	-5	-2	2	0.4	-3	6	-8
CCC(=O)Nc1c2c(nc3c1CCC3)CCCC2	12	-8	-2.0	-1	21	22	5	-0.3	-1	-5	-17
CCN(CC)C(=O)C1CCN(Cc2ccc(OCc3ccccc3)c(OC)c2)CC1	-35	19	-0.1	15	-53	-3	-1	0.1	0	-6	1
O=C1CN(C(=O)COc2c(F)c(F)cc(F)c2F)c2ccccc2N1	8	-7	0.0	-7	2	0	-21	-0.2	-1	-1	-17
O=C(NC1CCCCCC1)C1CC(=O)N(Cc2ccccc2)C1 (configuration not stated)	-13	-5	1.8	-1	-5	0	4	0.2	-3	18	-9
CN(C)c1cccc(NC(=O)c2cccc3c(-c4ccc(F)c(F)c4)coc23)c1	-46	-10	-1.6	-9	-35	-1	4	-0.3	x	x	-122
C=CCN(C(=O)CCC(=O)Nc1cc(C)on1)C(C(=O)NC(C)(C)C)c1ccc(OC)cc1 (configuration not stated)	0	-4	0.1	-3	8	7	-1	0.2	1	-3	-14
COC(=O)C1C2CCC(C2)C1C(=O)OCC(=O)c1ccccc1 (configuration not stated)	7	-4	2.0	2	10	6	1	0.1	-1	-13	-7
CC(C)Oc1ccc(CNC(=O)CCCN2C(=O)C(c3ccccc3)Oc3cccnc32)cc1 (configuration not stated)	4	-8	-0.2	9	-2	4	-2	0.2	0	6	-17
O=c1[nH]c2cc3c(cc2cc1C(c1nnnn1C1CCCC1)N1CCSCC1)OCCO3 (configuration not stated)	24	-3	-0.4	-2	-5	x	-10	0.1	0	-3	2
Cn1c(SCC(O)c2ccccc2)nnc1-c1ccc2ccccc2c1 (configuration not stated)	-7	-4	1.0	15	-24	-8	-1	-0.1	3	-7	-8
COc1ccccc1N(C(=O)NCc1ccccc1)C1=NCC(C)S1 (configuration not stated)	11	-6	1.3	4	-2	-5	x	0.4	5	4	-21
COc1ccccc1-c1ccc(/C=C2\C=CC(=O)O2)o1	-22	-136	0.9	-4	-42	5	-5	0.0	3	-14	-34
Cc1cccc(-c2noc(-c3ccoc3C)n2)c1	-235	4	-1.3	-4	-263	x	10	0.0	2	-15	-8
COc1ccc(CN(C)C2c3ccccc3-c3ccccc32)cc1	1	-6	-1.7	0	-4	1	1	-0.1	-3	-7	-11

The closing 2 compounds of the part before lead into the next.
SMILES	Peg3 promoter	CaV13 ICDI inh	iPSC survival up	Granule exo inh	HIF-2a block	Vif imaging	PDI turbidity	aDG glyco act	NR2E3 ag-1	MITF TRPM1 inh	NR2E3 ag-2
Cc1cccc(-c2noc(-c3ccoc3C)n2)c1	-235	4	-1.3	-4	-263	x	10	0.0	2	-15	-8
COc1ccc(CN(C)C2c3ccccc3-c3ccccc32)cc1	1	-6	-1.7	0	-4	1	1	-0.1	-3	-7	-11
O=C(c1ccco1)N1CCN(c2ccc([N+](=O)[O-])cc2Cl)CC1	-31	2	-0.2	0	-35	12	-5	0.0	2	-5	-55
OCCC1CN(Cc2ccc3c(c2)CCO3)CCN1C1CCCC1 (configuration not stated)	1	-6	-0.4	-3	22	0	-5	0.0	-2	2	-17
O=C(Nc1cccc(Br)c1)c1cc(S(=O)(=O)N2CCOCC2)cs1	4	-10	0.1	-2	3	x	2	0.1	0	-4	-5
Cc1onc(C(=O)Nc2cccnc2Cl)c1[N+](=O)[O-]	3	-5	5.5	-1	13	-1	-2	-0.3	0	-8	-12
O=C(CCCNC(=O)c1ccc(Cl)cc1)Nc1ncccc1O	9	-10	-0.3	-6	-9	1	-4	2.0	-2	4	-2
Cc1c[nH]c2cccc(OCC(CNC(C)(C)C)OC(=O)c3ccccc3)c12 (configuration not stated)	0	-4	-0.7	15	24	2	2	0.1	0	5	-22
CCC(C)Nc1nc(N)c([N+](=O)[O-])c(NCCO)n1 (configuration not stated)	19	-4	0.6	10	8	4	2	0.0	0	-20	2
CCCOC1CCCN(C(=O)c2cc(COc3cncc(Cl)c3)on2)C1 (configuration not stated)	-342	x	-0.3	4	-218	-14	-6	0.4	x	-75	-97
COc1ccc(C2=NN(C(C)=O)CC2c2cccc([N+](=O)[O-])c2)cc1 (configuration not stated)	3	-15	-0.1	-2	-19	0	4	0.1	-3	-7	16
CCOC(=O)c1sc2ncn(/N=C/c3ccc(O)c(OC)c3)c(=O)c2c1C	-1	0	2.9	105*	-9	14	-2	0.4	3	-12	-4
CN(C)NC(=O)C(NC(=O)c1ccccc1)C12CC3CC(CC(C3)C1)C2 (configuration not stated)	7	-4	-1.5	13	14	1	4	0.1	0	-4	3
COc1ccc(S(=O)(=O)N2CCOCC2)cc1C(=O)NC1CCCCC1	3	-2	0.3	-1	5	x	-7	0.1	2	-5	-2
CCCc1cc(=O)oc2cc(OCC(=O)N(C)C)c(Cl)cc12	5	-5	0.3	-1	-6	-25	-2	-0.1	0	-13	11
COC(=O)C1=C(C)NC(C)=C([N+](=O)[O-])C1c1ccccc1C(F)(F)F (configuration not stated)	4&21	-5&-5	-1.6&-0.4	5&-5	0&-4	8&-6	4&3	0.0&-0.3	3&4	1&0	-20&-21
CCn1nc(NC(=O)c2cccnc2)c2cc3ccccc3nc21	10	-4	0.0	-1	6	-6	20	-0.3	-2	-7	6
CN(C)S(=O)(=O)c1cccc(C(=O)OCC(=O)NCc2ccc3c(c2)OCO3)c1	-3	-5	0.8	3	15	x	2	0.3	1	-10	-12
COc1ccccc1CNC(=O)C/C(C)=N/NC(=O)Cc1ccc(OC)c(OC)c1	-10	-3	-0.8	-2	8	3	-4	-0.2	4	3	-13
CCN(Cc1ccccc1)S(=O)(=O)c1ccc(C(=O)N(CCCN(C)C)c2nc3cc4c(cc3s2)OCCO4)cc1	53*	-2	-0.5	0	-42	26	5	0.6	3	45	10
COc1nc(OC)nc(N2CCC(C(=O)NCC3CCCCC3)CC2)n1	21	x	4.0	0	5	-1	-3	0.2	4	1	-6
Nc1c(N(CCC2=CCCCC2)C(=O)COc2ccc([N+](=O)[O-])cc2)c(=O)[nH]c(=O)n1Cc1ccccc1	84*	-5	-0.2	7	0	8	-10	0.0	x	51	-6
CC1CCN(C(=O)CSc2nnc(-c3cc4ccccc4cc3O)n2Cc2ccco2)CC1	3	-5	5.3	6	5	-23	8	-0.1	-1	8	-32
CN(C)C=NC(=O)c1cn(-c2ccc(F)cc2)c(=O)c2ccccc12	9	-4	-0.2	-4	15	2	0	0.3	0	-7	8

Printed as active in Vif imaging (from the list above):
molecule,Peg3 promoter,CaV13 ICDI inh,Granule exo inh,HIF-2a block,Vif imaging,PDI turbidity,aDG glyco act,NR2E3 ag-1,MITF TRPM1 inh,NR2E3 ag-2
CCN1CC=C2C(C1)C(c1ccc(Cl)s1)C(C#N)=C(N)C2(C#N)C#N (configuration not stated),4,-4,2,5,87*,-3,-0.1,-1,9,-54

Record cards (already shown).
OCCC1CN(Cc2ccc3c(c2)CCO3)CCN1C1CCCC1 (configuration not stated) is entered as Peg3 promoter: 1; CaV13 ICDI inh: -6; iPSC survival up: -0.4; Granule exo inh: -3; HIF-2a block: 22; Vif imaging: 0; PDI turbidity: -5; aDG glyco act: 0.0; NR2E3 ag-1: -2; MITF TRPM1 inh: 2; NR2E3 ag-2: -17
CN(C)NC(=O)C(NC(=O)c1ccccc1)C12CC3CC(CC(C3)C1)C2 (configuration not stated) is entered as Peg3 promoter: 7; CaV13 ICDI inh: -4; iPSC survival up: -1.5; Granule exo inh: 13; HIF-2a block: 14; Vif imaging: 1; PDI turbidity: 4; aDG glyco act: 0.1; NR2E3 ag-1: 0; MITF TRPM1 inh: -4; NR2E3 ag-2: 3
